# E coli growth – counter-screen for AddAB inhibitors: E. coli growth inhibition; E. coli V3065 growth, OD600 absorbance, 18 h; inhibition, % at 11.9 µM; 0.27% of 330,000 active;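 active = inhibition above the campaign's mean inhibition across all tested compounds plus 3 SD, cut at about 9.9% in these data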;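 also: uninfected addAB+ strain grown without phage in ampicillin broth; 0% = DMSO wells and 100% = ciprofloxacin 0.95 µg/ml wells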
# SUMO Mot1 rescue – SUMOylation pathway inhibition by Mot1-301 growth rescue; S. cerevisiae Mot1-301 growth rescue, ATP luminescence, 38.5C; percent above DMSO median, 100 means doubled; growth rescue, % at 18.8 µM; 1% of 320,000 active; AID 2716;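 active = every valid replicate shows activation above 250% relative to neutral control wells; inactive = the rest, any valid replicate at or below 250%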;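 also: OY570 slx delta 5 strain wells were the positive control but not used for scaling; some compounds called inactive have numbers as strong as hits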
# HTR5A ag ctr – HTR5A agonism, opioid heterodimer counter-screen; HTR5A agonist assay, luminescence, cell-based; 0.61% of 340,000 active; AID 504692; P47898; activation, % at 9.3 µM; in the data active = activation mostly above about 9.5%, no sharp cut-off; inactive = mostly below about 7.6%;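 also: 0% = cells with vehicle only and 100% = reference agonist; strong numbers were not always called active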
# AddAB inh – less growth of phage-infected E. coli with AddAB; E. coli expressing H. pylori AddAB, absorbance growth; inhibition, % at 11.9 µM; 0.29% of 330,000 active; AID 435030; in the data active = inhibition above about 12%;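 also: 0% = vehicle wells of infected cells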
# phage Ecoli inh – E. coli growth loss with phage present; growth absorbance; inhibition, % at 11.9 µM; 0.26% of 360,000 active; AID 651602; in the data active = inhibition above about 11%
# HTR5A inv ctr – inverse agonist of human HTR5A in OPRM1-OPRD1 counter-screen | P47898 | HTR5A cell line, luminescence, inverse agonism | inhibition, % at 9.3 µM | 0.083% of 340,000 active; in the data active = inhibition mostly above about 23%, no sharp cut-off; inactive = mostly below about 18%;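 also: 0% = cells with DMSO and 100% = no-cell wells with DMSO; some compounds called inactive have numbers as strong as hits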
# OPRM1-OPRD1 ag – agonists of human mu-delta opioid receptor heterodimerization; P35372+P41143; activation, % at 9.3 µM; 0.3% of 340,000 active; cells, OPRM1-OPRD1 heterodimerization, luminescence; in the data active = activation above about 18%;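 also: 0% = vehicle-treated cells and 100% = reference agonist; values of inactives mirror those of a sister screen read the other way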
# Target sequence (P35372 whole entry, looked up): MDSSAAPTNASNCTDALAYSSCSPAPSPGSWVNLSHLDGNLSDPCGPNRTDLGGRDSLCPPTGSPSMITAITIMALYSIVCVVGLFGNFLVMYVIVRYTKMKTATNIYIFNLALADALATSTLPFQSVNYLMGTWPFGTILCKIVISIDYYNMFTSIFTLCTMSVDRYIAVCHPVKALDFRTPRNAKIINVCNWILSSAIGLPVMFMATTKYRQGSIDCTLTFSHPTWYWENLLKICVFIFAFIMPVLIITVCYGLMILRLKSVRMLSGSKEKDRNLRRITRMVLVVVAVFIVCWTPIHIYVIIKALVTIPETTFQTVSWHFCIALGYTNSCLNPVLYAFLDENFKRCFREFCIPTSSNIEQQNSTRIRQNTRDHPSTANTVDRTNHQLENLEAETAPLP
# Target sequence (P41143 whole entry, looked up): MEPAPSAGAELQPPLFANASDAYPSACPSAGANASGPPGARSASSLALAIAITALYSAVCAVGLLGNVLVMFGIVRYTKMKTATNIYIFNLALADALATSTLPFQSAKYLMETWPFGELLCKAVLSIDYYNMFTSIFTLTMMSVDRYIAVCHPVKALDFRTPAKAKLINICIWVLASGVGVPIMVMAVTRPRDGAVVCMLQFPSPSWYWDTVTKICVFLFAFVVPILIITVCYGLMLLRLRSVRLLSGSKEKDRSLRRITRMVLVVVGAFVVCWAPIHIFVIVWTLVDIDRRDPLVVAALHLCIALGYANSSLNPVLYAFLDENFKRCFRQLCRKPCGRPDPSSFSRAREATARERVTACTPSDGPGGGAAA
# MOR-DOR inv ag – inverse agonists of human mu-delta opioid receptor heterodimerization; P35372+P41143; cell-based MOR-DOR heterodimer luminescence, inverse agonism; inhibition, % at 9.3 µM; 0.21% of 340,000 active; AID 504357; in the data active = inhibition above about 22%, passing the limit was not always enough;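 also: 0% = cells with DMSO and 100% = wells without cells with DMSO; values of inactives mirror those of a sister screen read the other way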
# PfHsp90 set2 – growth inhibition of yeast expressing Plasmodium Hsp90 | inhibition, % at 9.4 µM | 0.32% of 310,000 active | S. cerevisiae expressing PfHsp90, BacTiter-Glo ATP, 48 h; yeast lacking PDR1 and PDR3 efflux regulators;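 active = every replicate shows inhibition above about 80%, whatever the replicate mean, limit read from the data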;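 also: 0% = DMSO neutral controls and 100% = 20 µM radicicol positive controls; yeast relying on Plasmodium falciparum Hsp90 in place of its own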
# PKA-R1A activ – PKA-R1A complex activation | P00514+P68181 | PKA-R1A dissociation, Cy5-IP20 fluorescence polarization; scaled: DMSO 0%, 113 µM cGMP 100% | activation, % at 11.4 µM | 0.083% of 340,000 active;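 active = percent activation above the mean of all tested compounds plus 3 SD, cut at about 19% in these data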;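 also: higher means more PKAc released from R1A so a rise in polarization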
# Pemphigus Ab inh – blocks pemphigus antibody binding to human desmoglein-3; binding (percent of control), % at 10 µM; DSG3-coupled beads, scFv-anti-DSG3-GFP binding, flow cytometry; hits give low values; P32926; 0.48% of 310,000 active;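 active = binding more than 3 SD below its plate's average and above zero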;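 also: hits lower antibody fragment binding to DSG3; some compounds called inactive have numbers as strong as hits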
# * marks the source's active call; other numbers are inactive results; . = not tested or not shown. Compounds were not picked by outcome. About 3.2% of those tested had a hit in this group.
SMILES,E coli growth,SUMO Mot1 rescue,HTR5A ag ctr,AddAB inh,phage Ecoli inh,HTR5A inv ctr,OPRM1-OPRD1 ag,MOR-DOR inv ag,PfHsp90 set2,PKA-R1A activ,Pemphigus Ab inh
CCC(C)(C)NC(=O)CN(C(=O)CNS(=O)(=O)c1ccccc1)c1ccccc1,0.8,1.2,0.1,3.0,0.8,0.4,-3.7,15.5,-5.6,-0.9,.
CCc1cccc(NC(=O)C2CC2c2ccccc2)c1 (configuration not stated),1.9,15.9,0.8,-0.6,3.7,-3.1,2.4,-11.0,5.7,3.1,94.5
Cc1nn(C(=O)c2nn(C)cc2Cl)c(C)c1Br,-0.9,20.2,-4.0,1.9,3.1,15.2,0.3,-1.4,-10.4,6.5,99.3
COc1ccc(-c2noc(CCCC(=O)NCC3CCCO3)n2)cc1 (configuration not stated),0.3,-2.0,3.2,3.7,0.6,-7.8,-1.3,7.5,18.0,-4.5,96.0
Cc1ccc(/C=N/N2C(=O)c3ccccc3NC2c2ccc(C)cc2)cc1 (configuration not stated),1.6,7.0,6.0,0.9,1.8,-11.3,-2.5,15.4,9.5,-12.8,97.7
COc1ccc(CN2CC(=O)N3[C@H]4c5ccccc5OC[C@@H]4[C@H](c4ccccc4)[C@]3(C)C2=O)cc1,-0.6,12.5,1.9,0.8,1.8,-11.9,0.5,-2.4,-2.9,6.2,102.3
CC(C)C[C@H](NC(=O)c1nc[nH]c1C(=O)NC1CCNCC1)C(=O)OCc1ccccc1,-0.7,-4.1,1.1,1.2,-1.8,0.7,-3.3,15.3,-5.3,-16.2,103.6
CCC(=O)Nc1ccc(NC(=O)c2ccc3c(c2)OCO3)cc1,-0.7,74.5,8.4,-3.5,3.3,-20.4,-3.0,14.6,-0.3,-8.2,94.4
CCCn1c2ccccc2c2nnc(SCc3[nH]c(=O)[nH]c3C(=O)CCCCC(=O)OCC)nc21,-2.0,8.9,3.3,0.5,2.9,10.1,0.5,-2.6,15.4,9.8,105.3
CN(C1=NC(=O)C(CC(=O)Nc2ccc(Br)cc2)S1)c1ccc(O)cc1 (configuration not stated),-0.7,-1.9,0.7,2.3,0.6,-1.9,-0.5,3.1,-26.3,0.6,86.9
CCOC(=O)c1[nH]c2ccc(OC)cc2c1NC(=O)c1ccc2c(c1)OCO2,-1.0,33.7,2.0,-0.5,1.1,6.5,-1.6,9.5,-18.5,0.1,100.9
COc1ccc(NC(=O)COC(=O)C23CC4CC(CC(Cl)(C4)C2)C3)c(OC)c1,-0.8,-6.4,6.0,0.0,3.3,-17.1,3.5,-19.2,-17.3,-6.5,96.7
O=C(NC1CCN(c2ncccn2)CC1)c1ccccc1F,2.2,2.2,6.4,-0.4,-2.2,-24.1,-1.0,5.2,-14.0,-4.3,105.1
COc1cccc(-c2nn(-c3ccc(C)cc3)cc2C(=O)N2CCN(C3CCS(=O)(=O)C3)CC2)c1 (configuration not stated),-2.6,5.5,-4.4,0.3,3.6,10.9,-0.8,3.1,24.5,-4.8,110.8
O=C(Nc1c(Br)cc2c(c1Br)Cc1ccccc1-2)C(Cl)Cl,.,.,-2.5,.,3.8,9.7,-1.3,5.5,-1.6,2.4,91.1
COc1ccc2c(c1)c(CCN1C(=O)c3ccccc3C1=O)cn2C(=O)c1ccco1,-0.7,52.5,8.0,0.3,-0.3,-20.6,-1.9,10.5,8.3,-4.0,87.2
OCC(CO)(CO)NCc1ccc(-c2ccccc2)cc1,-2.9,-7.4,-0.9,0.1,3.7,0.9,-0.9,4.9,39.4,1.1,100.2
COc1cccc(CN2CCC(C(=O)N3CCC(C)CC3)CC2)c1,1.9,1.8,4.5,4.5,0.5,-28.8,0.8,-4.2,5.8,3.7,99.8
C/C(=N\NC(=O)C1CCCN(S(=O)(=O)c2ccccc2)C1)c1ccccn1 (configuration not stated),-2.4,-18.3,-1.8,-0.7,-3.2,-8.9,-0.6,3.4,-16.6,-6.9,100.7
Cc1oc(-c2cccs2)nc1CN1CCN(Cc2ccc(F)c(F)c2)C(CCO)C1 (configuration not stated),-0.3,-1.5,0.0,-1.8,1.1,11.6,-0.5,2.7,9.5,1.3,103.0
CC(=O)NCc1ccc(C(=O)COC(=O)COc2ccccc2)s1,-0.2,-23.1,1.6,1.1,4.2,-27.4,1.0,-3.6,-8.6,1.6,101.8
Cc1nn(C)cc1CNC(=O)c1cc2n(n1)C(C(F)(F)F)CC(c1cccs1)N2 (configuration not stated),0.9,8.0,8.8,1.4,2.7,17.7,-1.2,6.8,6.3,-3.7,108.2
COC(=O)CNc1nc(OC)nc(N(C)C)n1,0.4,-4.3,3.7,3.2,.,-10.9,-0.6,3.7,12.9,9.6,99.0
CCOC(=O)C1CCN(C(=O)C2CC(=O)N(c3ccc4c(c3)OCCO4)C2)CC1 (configuration not stated),0.5,1.0,0.9,0.0,1.4,12.9,-3.6,18.5,7.6,-5.1,101.6
Cc1ccc(S(=O)(=O)N(C)Cc2ccc(C(=O)N/N=C3\CCCC(=O)C3)cc2)cc1,-1.1,-19.4,-1.5,0.7,2.1,5.1,0.1,-0.3,6.1,-9.4,103.1
Cc1cnc(NC(=O)CN2C(=O)C3CC=CCC3C2=O)s1 (configuration not stated),0.9,5.7,3.7,-1.1,2.1,-11.3,-2.1,10.4,2.9,-8.9,.
FC(F)(F)c1ccc2c(c1)n(Cc1ccccc1)c1[n+]2CCCCC1,-1.3,-1.2,-0.4,-1.9,-0.5,1.0,-1.9,9.0,-2.1,4.4,183.0
COc1cc(-c2nc(=S)[nH][nH]2)cc(OC)c1OC,0.7,232.3,-0.1,0.1,3.0,0.2,0.8,-5.6,27.3,-10.1,85.4
COC(=O)[C@]1(C)N[C@H](CN(C)C(C)=O)[C@@H]2C(=O)N(Cc3ccccc3)C(=O)[C@@H]21,-0.9,.,-2.6,3.5,0.9,9.6,-1.3,6.1,-5.6,-4.7,92.1
O=C(Nc1cc(Cl)ccc1Cl)c1ccco1,0.0,7.0,0.7,-0.2,0.2,-40.6,-1.5,8.5,45.0,-11.1,105.7
Cc1onc(-c2ccccc2)c1C(=O)N/N=C/c1cc(Br)c(O)c(Br)c1,.,.,2.3,.,4.0,-7.5,0.8,-5.6,-21.8,3.4,101.2
Nc1c(C(=O)NCc2ccc(F)cc2)c2nc3ccccc3nc2n1CCCN1CCOCC1,-3.6,-23.9,8.5,-1.5,0.9,-1.7,0.8,-3.8,14.1,1.5,94.8
O=C(/C=C/c1ccccc1)N1CCN(c2ccccn2)CC1,1.7,-6.1,1.3,2.7,3.0,-3.5,2.1,-12.4,.,-9.3,.
Cc1ccc2nc(Cl)c(/C=N/Nc3ccc(C(=O)O)cc3)cc2c1,-1.7,-5.0,4.8,1.1,-0.1,-0.2,0.3,-1.7,-7.1,-13.6,91.7
CCn1nccc1C(=O)Nc1ccccc1OC,0.5,747.0*,1.4,4.0,1.3,-4.0,-2.2,11.4,39.3,-20.7,116.0
Cc1cccc(OCC(=O)Nc2nnc(S(=O)(=O)N3CCC(C)CC3)s2)c1,-2.0,14.1,1.7,1.7,1.8,-5.2,-1.1,6.4,-16.0,-4.7,101.6
CCC1CCCCN1C(=O)CCNC(=O)Cn1cnc2ccccc2c1=O (configuration not stated),1.4,4.8,-4.2,2.9,5.0,25.0,-2.7,17.0,-5.4,2.3,.
COc1ccc(CCCNC(=O)C2CCC(=O)N(CCCN3CCCC3=O)C2)cc1 (configuration not stated),-1.9,0.1,-0.4,0.7,1.4,-2.5,-0.4,2.3,29.2,-0.5,.
CC(C)(C)OC(=O)N1CCC(C(=O)Nc2cccc(C(=O)NCCc3ccccc3)c2)CC1,.,.,-0.5,.,4.6,1.8,-3.7,17.0,5.3,5.7,103.0
Cc1nc2cc(S(=O)(=O)C(F)(F)F)ccc2s1,-0.7,0.6,-3.1,4.4,-1.3,0.0,-2.0,12.7,9.8,-8.7,.
Cc1ccc(NC(=O)NCCCl)cc1S(=O)(=O)N1CCOCC1,-3.1,1.5,1.1,0.4,-2.1,-3.4,-2.6,13.9,28.0,-10.4,101.8
Cc1nc(-c2nc(-c3c(C(=O)NNC(=O)Nc4ccccc4)noc3C)cs2)cs1,-1.6,-8.7,-0.1,-0.6,0.1,5.7,-4.0,20.7,-5.6,-1.1,106.7
CCc1nc(N[C@H](C(=O)O)C(C)CC)c2oc3ccccc3c2n1 (some centres not stated),4.2,4.8,16.1,4.6,2.0,-44.4,-0.8,4.5,-6.7,-9.5,.
COCCCNC(=O)Cn1nnc(-c2ccc(NC(=O)c3ccc(F)cc3)cc2)n1,-0.9,-11.2,2.8,5.8,0.3,-35.4,4.1,-22.8,15.8,9.7,94.1
CCCCNc1c2c(nc3c(-c4ccccc4)c(C)nn13)CCC2,0.2,382.7,-1.0,2.0,2.4,3.2,-0.9,5.1,-30.1,0.1,104.3
O=C(NCc1cccnc1)c1noc2c1CCCC2,1.6,-4.7,8.3,0.8,.,-22.1,-2.4,13.9,.,-2.0,124.9
Cc1cc(N2CCOCC2)nc(N)n1,-0.6,5.0,-2.5,0.7,3.5,-24.3,-2.6,12.7,.,-0.2,113.2
N#C/C(=C(/O)CSc1n[nH]c(N)n1)c1nc2ccccc2[nH]1,-1.3,206.8,0.6,1.5,0.8,22.5,-2.3,11.8,5.5,2.5,93.3
CC1=C(C(=O)OCc2ccc3c(c2)OCO3)C(c2ccc(O)c([N+](=O)[O-])c2)NC(=O)N1 (configuration not stated),-1.1,15.0,-3.4,0.7,4.6,9.4,-1.1,7.7,-6.1,-4.7,94.7
Cc1ccccc1NC(=O)Nc1cc(S(N)(=O)=O)ccc1C,1.7,9.9,-7.1,1.3,-0.4,5.3,-0.6,3.1,5.5,-4.7,99.1
COC(=O)c1ccccc1OCCOCCOc1cccc2cccnc12,0.6,-5.1,11.3*,2.7,3.3,-41.5,-1.7,8.9,7.3,-18.9,102.1
CCC(C)(C)NC(=O)c1cc([N+](=O)[O-])ccc1N1CCOCC1,0.2,7.5,-2.6,1.9,3.2,1.7,-3.8,20.2,-0.7,-8.7,99.7
COc1ccc(N2CCN(C(=O)c3ccc(Oc4ccc(C(F)(F)F)cn4)cc3)CC2)cc1,-4.2,-3.1,-3.5,-0.5,2.7,11.2,2.0,-10.8,4.1,-5.2,94.2
COc1ccc(-n2cc(CN3CCCC3)c(-c3cccc(F)c3)n2)cc1,1.4,67.6,0.1,3.4,3.6,-0.3,0.2,-1.1,-18.7,-7.8,130.7
Cc1ccc(S(=O)(=O)N2CCN(C(=O)COC(=O)/C=C/c3ccccc3F)CC2)c(C)c1,0.5,0.1,-4.1,2.2,1.8,10.3,-4.6,18.3,2.5,-1.8,.
